CFTR F508del cor: CFTR F508del correction in bronchial cells; CFBE cells, YFP halide quenching; stimulated with forskolin plus potentiator P3; % fluorescence drop versus neutral controls; activity (quench increase), % at 7.58 µM; 350,000 tested, 0.36% active;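 active means mean added fluorescence quench of at least 8% versus neutral control, with both replicates also reaching 8%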;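 further: cells transiently co-express mutant CFTR-F508del with the halide-sensitive YFP; corrector assay measuring rescue of mutant channel to the surface after 24 h compound exposure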
Cneo AK release: causes C. neoformans cell lysis | adenylate kinase release luminescence, 4 h; normalised: neutral wells 0, clomiphene wells 100 | lysis activity, % at 15 µM | 360,000 tested, 0.2% active;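 active means mean lysis activity across replicates of at least 80%, whatever share of replicates individually reach that level; inactive means mean lysis activity below 80%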
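Signal: Adenylate kinase release luminescence | Assay system: Log-phase Cryptococcus neoformans yeast cells | Input: Cells at 5 × 10^6 per mL | Buffer or medium: Fresh YPD growth medium | Compound: Single dose | Schedule: Static 4 h at 37 °C with compound, 1 h detection | Controls: Clomiphene | Read-out: Luminescence rise reflecting yeast cell lysis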
PGC1a acetyl inh: lowers PGC1a acetylation signal in U2OS cells. 350,000 tested, 0.17% active. AlphaScreen anti-acetyl-lysine; with virally co-expressed GCN5 acetyltransferase. inhibition, % at 15.6 µM;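 active means every replicate shows inhibition of at least 40%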;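 further: 0% = neutral control wells and 100% = positive control wells; some results beyond the cut were filed as inactive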
miR-122 sensor: inhibitors of miR-122 in Huh7 cells; Huh7 miR-122 Renilla luciferase sensor, 48 h; neutral wells = 0, positive control = 100; activation (reporter increase), % at 12.5 µM; 340,000 tested, 0.3% active;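 active means mean replicate activation score at least 90 and every replicate individually at or above 90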;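 further: higher luciferase means less miR-122 activity so hits act as miR-122 inhibitors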
PglD inh: inhibitors of Campylobacter jejuni PglD acetyltransferase | purified PglD enzyme, DTNB colorimetric CoA detection | inhibition, % at 12.5 µM | 360,000 tested, 0.098% active | AID 602405; in the data active means inhibition above about 16%, passing the limit was not always enough; further: strong numbers were not always called active
FN deposit inh: fibronectin deposition inhibition | 350,000 tested, 0.086% active | inhibition, % at 12.6 µM | AH1F fibroblasts, Alexa488-fibronectin deposition fluorescence, overnight;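 active means mean inhibition across replicates of 30% or more, regardless of how many single replicates reach that level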;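 further: positive control wells lacked labelled fibronectin entirely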
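Test system: AH1F fibroblast monolayer depositing Alexa488-labelled fibronectin into matrix. Input: 10000 cells per well. Technique: fluorescence, ex 485 nm, em 525 nm. Buffer or medium: DMEM plus 2% serum, read in PBS. Timing: 1 h cell adhesion before compound, then overnight fibronectin incubation. Compound: single dose, pinned. Read-out basis: inhibition from reduced deposited-fibronectin fluorescence.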
GSIS activator: primary screen for activators of insulin secretion dependent on glucose, INS-1E cells, GLuc reporter luminescence. AID 743287. 370,000 tested, 0.61% active. activation, % at 16.6 µM. INS-1E GLuc reporter insulin secretion, 2-3 h;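 active means lowest replicate activation of at least 40%, so every replicate reaches that level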;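 further: 0% = median of neutral control wells and 100% = median of IBMX positive control wells; some compounds called inactive have numbers as strong as hits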
Statin myotox sup: protects C2C12 myotubes from simvastatin toxicity. ATP luminescence, 48 h; scaled: DMSO 0, geranylgeraniol control 100. rescue of ATP level, % at 7.49 µM. 330,000 tested, 0.78% active. AID 602340;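 active means mean ATP rescue above about 67%, or every replicate alone reaching that limit, limit read from the data, passing the limit was not always enough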;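 further: myotubes were challenged with 10 µM simvastatin during compound exposure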
Starred values were filed as active, the others as inactive; x = no result given; & = joins results of further samples; [ ] = another dose, or the depositor's remark.

Fields – PGC1a acetyl inh	GSIS activator	PglD inh	FN deposit inh	CFTR F508del cor	miR-122 sensor	Cneo AK release	Statin myotox sup
CO[C@@H]1CN(C)C(=O)c2ccc(NC(=O)c3ccccn3)cc2OC[C@@H](C)N(CCC(F)(F)F)C[C@H]1C
 : 7	-6	1	-6	-0.2	x	-3	-2
O=C(C[C@H]1C=C[C@@H](NC(=O)Nc2cc(F)ccc2F)[C@@H](CO)O1)NCCCN1CCOCC1
 : 3	9	3	-4	2.1	-3[16.7 µM]	17	-8
CC(=O)c1ccc(N(C(=O)c2csnn2)C(C(=O)NC2CCCC2)c2ccccc2)cc1 (stereo not drawn)
 : x	19	-4	2	-1.7	x	-1	3
Cc1nnc(N(C(=O)c2cnccn2)c2ccccc2)s1
 : -5	x	2	-4	x	0	1	5
O=C(Cc1ccccc1)NCCc1cnc[nH]1
 : x	9	-5	3	-2.1	-8	-5	-1
O=C(Nc1ccc(N2CCCC2)c(Cl)c1)c1ccco1
 : 6	x	0	-5	x	x	24	-22
COc1cc(OC)c2c(C)cc(=O)oc2c1C(CCN1CCOCC1)c1ccc2c(c1)OCO2 (stereo not drawn)
 : 3	1	-2	10	1.8	31	4	23
CC(C)NC(=O)N1[C@H](CO)[C@@H]2c3ccccc3N(C(=O)C3CCC3)C[C@@H]21
 : -12	-5	0	-9	-0.3	-20[16.7 µM]	-4	6
CCOc1cc(C(C#N)N2CCCCC2)ccc1OC (stereo not drawn)
 : 7	62	-5	x	x	-4	-25	-9
COCC(=O)Nc1ccc2c(c1)C(=O)N(C)C[C@H](OC)[C@H](C)CN(C(=O)c1ccccc1)[C@H](C)CO2
 : 12	-15	-1	2	-2.5	x	-1	-5
Cc1onc(-c2ccccc2)c1C(=O)OCC(=O)Nc1ccccc1
 : -8	-23	-1	3	0.8	2	2	-2
COc1ccc(-c2[nH]ncc2CN(C)Cc2c(C)n[nH]c2C)c(OC)c1
 : -2	4	x	-3	0.3	x	x	x
COc1ccccc1N1CCCSC1=Nc1ccccc1
 : -3	x	-1	0	1.0	-3	1	7
CCCN1[C@@H]2Cn3c(cccc3=O)[C@H]1[C@@H](C(=O)Nc1ccccc1)[C@@H]2CO
 : 2	12	1	x	-2.5	0[16.7 µM]	1	3
COc1cc(OC)cc(C(=O)N2CCN(Cc3ccccc3C(F)(F)F)CC2)c1
 : -16	-29	-6	-4	x	4	3	-9
CO[C@H]1CN(C)C(=O)c2cc(NC(=O)C3CCCC3)ccc2OC[C@H](C)N(C(=O)CC2CC2)C[C@@H]1C
 : 3	-1	0	x	-0.4	-14[16.7 µM]	0	8
Cc1cc(C(F)F)nn1CC(=O)Nc1cc([N+](=O)[O-])ccc1F
 : 0	9	3	4	x	3	3	x
COc1ccc(NC(=O)N(C)C[C@@H]2OCCCC[C@@H](C)Oc3ccc(NC(=O)Nc4ccccc4)cc3C(=O)N([C@@H](C)CO)C[C@H]2C)cc1
 : 10	3	-1	-10	0.6	-6[16.7 µM]	10	x
O=C(Nc1ccc2c(c1)[C@@H]1C[C@@H](CC(=O)N3CCc4ccccc4C3)O[C@H](CO)[C@@H]1O2)c1ccc2c(c1)OCO2
 : 3	-34	-4	-11	1.2	0[16.7 µM]	-15	6
Cc1ccc(N(C)C(=O)N2CCN(S(=O)(=O)c3c(C)cc(C)cc3C)CC2)cc1
 : -1	x	-1	16	x	-3	-1	-1

3 entries from above, sorted by the value under PGC1a acetyl inh, rising.
Structure,PGC1a acetyl inh
COc1cc(OC)cc(C(=O)N2CCN(Cc3ccccc3C(F)(F)F)CC2)c1,-16
COc1ccc(-c2[nH]ncc2CN(C)Cc2c(C)n[nH]c2C)c(OC)c1,-2
CO[C@H]1CN(C)C(=O)c2cc(NC(=O)C3CCCC3)ccc2OC[C@H](C)N(C(=O)CC2CC2)C[C@@H]1C,3

Other results follow:
Fields – PGC1a acetyl inh	GSIS activator	PglD inh	FN deposit inh	CFTR F508del cor	miR-122 sensor	Cneo AK release	Statin myotox sup
O=C(O)C1CCCCC1C(=O)NCc1ccccc1 (stereo not drawn)
 : x	x	4	0	x	0	4	-8
Cc1cc(C(=O)Cn2nc(C(=O)O)c3ccccc3c2=O)c(C)n1-c1cccc(C(F)(F)F)c1
 : 9	5	0	2	-0.6	-17	-2	-5
COc1ccccc1/C=N/NC(=O)c1cccc(NC(=O)c2ccccc2C)c1
 : -8	-21	-2	3	0.7	0	-3	-3
COc1ccc(CCN2C(=O)C(Oc3ccccc3)C2c2ccc3c(c2)OCO3)cc1 (stereo not drawn)
 : x	2	8	28	2.2	22	-2	x
Cc1cccc2sc(N(CCN(C)C)C(=O)c3ccc4ccccc4c3)nc12
 : -1	-25	2	-10	-1.1	-4	1	4
NC(=NC1CCCCC1)c1ccc(Cl)cc1
 : 9	1	x	-2	1.5	0	x	x
OC[C@@H]1[C@@H](c2ccc(-c3ccccc3F)cc2)[C@H]2CN(Cc3ccncc3)CCCCN12
 : 7	3	1	x	-3.3	21[16.7 µM]	1	x
O=C(COC(=O)c1ccccc1-n1cnnn1)c1ccc(F)cc1
 : 6	14	3	-5	-3.3	3	-14	6
COc1ccc(N2C(=O)/C(=C/c3ccc([N+](=O)[O-])cc3)N=C2C)cc1
 : -13	3	x	6	1.4	0	x	x
COc1cccc(S(=O)(=O)Nc2ccc3c(c2)[C@H]2C[C@H](CC(=O)N[C@@H](C)c4ccccc4)O[C@H](CO)[C@H]2O3)c1
 : 5&-4	4&-15	3	-2	-0.7&1.5	-3	1	5
CC1(C(=O)NS(=O)(=O)Cc2ccccc2)CCN1C(=O)Cc1cc(F)ccc1F (stereo not drawn)
 : x	1	2	-2	-4.7	x	7	1
Cc1nc(NC(N)=S)sc1C(=O)Nc1ccccc1
 : -19	x	-1	0	x	-9	1	-9
COc1ccc(CN(C)C[C@@H]2OCCCC[C@@H](C)Oc3ccc(NC(=O)Cc4ccccc4)cc3C(=O)N([C@@H](C)CO)C[C@@H]2C)cc1
 : -10	-19	-1	x	0.8	-1[16.7 µM]	12	x
Cc1cc(C)c(C(=O)CSc2nnc(C)s2)c(C)c1
 : -3	21	0	3	0.5	-6	0	-1
C[C@@H]1CN([C@H](C)CO)C(=O)c2cccc(NC(=O)c3ccncc3)c2O[C@H]1CN(C)Cc1ccccc1
 : -1	5	-6	x	-2.0	3[16.7 µM]	1	18
Cn1c(=O)c2[nH]c(CCCC(=O)O)nc2n(Cc2ccccc2)c1=S
 : x	11	2	-4	-1.0	x	-2	17
CCC(NC(=O)NCc1ccc2c(c1)OCO2)(C(F)(F)F)C(F)(F)F
 : x	x	7	-9	x	2	0	7
COC(=O)C(C)N1C(=O)S/C(=C/c2cc(C)n(-c3ccccn3)c2C)C1=O (stereo not drawn)
 : 9	x	-15	1	x	4	-5	-3
Cc1ccc(S(=O)(=O)N2CCN(C(=O)C3CCN(C(=O)c4ccc(F)cc4)CC3)CC2)c(C)c1
 : 1	-17	4	x	1.0	x	1	0
COc1ccc(-c2nc3ccc(C)cn3c2Cc2cccc(Cl)c2)cc1OC
 : 4	0	4	-8	0.2	-3	7	15
Cc1ccc(-n2nc(C(=O)O)c(C)c(C#N)c2=O)cc1Cl
 : x	-7	8	-1	-2.4	x	-1	23
O=C(NCc1nc2ccccc2[nH]1)C1=C[C@H](c2ccc(Br)cc2)C[C@H](OCCCCO)O1
 : -1	x	2	x	0.3	x	-41	x
Cc1cccn2c(=O)c3cc(C(=O)NC4CCCC4)c(=N)n(CCCN4CCOCC4)c3nc12
 : 2	9	3	8	2.9	1	0	x
Cc1cc(C(F)(F)F)nn1CCCNC(=O)c1cnccn1
 : -7	-20	-4	x	x	-4	-1	10
COc1ccc(OC)c(CC(=O)NC(c2ccccc2)c2ccccc2)c1
 : x	6	3	-10	-0.4	x	3	0
CCN(CC)c1ccc(S(=O)(=O)N2CCOCC2)cc1NC(=O)C1CC1
 : -12	4	-2	-3	2.8	-1	-1	-5
CO[C@@H]1CN(C)C(=O)c2ccc(NS(=O)(=O)c3ccc(Oc4ccccc4)cc3)cc2OC[C@H](C)NC[C@@H]1C
 : 2	-9	-2	-12	1.8	x	5	-15
O=C(Nc1cc(F)ccc1F)N[C@H]1CC[C@H](CCn2cc(C3CCCC3)nn2)O[C@@H]1CO
 : 8	-18	x	-2	1.0	x	x	x
COc1cc2c(cc1OC)[C@@H](NC(=O)CCC1CCCCC1)[C@H](O)C2
 : 2	14	2	0	-0.5	-5	2	11
CCC(CC)NC(=O)CSc1ccc(S(=O)(=O)N2CCOCC2)cn1
 : 3	2	-1	-2	-2.1	1	-5	-5
CCCn1c(NCc2cc(OC)ccc2OC)nc2ccccc21
 : x	x	2	-1	x	10	3	-20
Cc1ccc(NC(=O)c2ncn(CCCNCCCN3CCCC3=O)n2)cc1C
 : 8	1	1	7	-1.4	3	8	-7
Cc1cc(-c2ccccc2)nc2cc(C(=O)N(Cc3ccccc3)Cc3ccccc3)nn12
 : -7	x	-2	x	x	8	6	-5
C[C@H]1CN([C@@H](C)CO)S(=O)(=O)c2ccc(-c3ccncc3)cc2O[C@@H]1CN(C)C(=O)CN(C)C
 : -8	16	3	x	1.5	20[16.7 µM]	1	4
Cc1c(Br)cc(C(=O)O)c(C)c1C
 : -2	x	2	-7	x	-3	0	x
O=C(C[C@@H]1CC[C@H]2[C@@H](COC[C@H](O)CN2CC2CCCCC2)O1)NCc1ccc(F)cc1
 : -5	-1	3	2	0.3	-5[16.7 µM]	57	26
Cc1ccc(C)c(S(=O)(=O)N2CCN(C(=O)CCNS(=O)(=O)c3ccccc3)CC2)c1
 : 2	-9	-3	1	1.3	-3	1	x
CC(NC(=O)c1ccc2c(c1)S(=O)(=O)N=C1CCCCCN12)c1ccc(S(N)(=O)=O)cc1 (stereo not drawn)
 : 3	-2	1	3	-6.5	-11	0	-1
CSc1nncc(-c2ccccc2)n1
 : -8	3	-1	0	0.2	-2	5	21
Cc1occc1C(=O)NNC(=O)C1CCCCC1
 : x	-13	-2	-3	x	-2	-1	x
Cc1cccc(C(=O)NCC(=O)N2CCCCCCC2)c1
 : -8	9	1	-6	-1.8	2	0	-1
C[C@H](CO)N1C[C@H](C)[C@@H](CN(C)C(=O)Nc2ccc(F)cc2)Oc2ncc(C#Cc3ccc(F)cc3)cc2C1=O
 : -12	-18	-4	-3	2.8	6[16.7 µM]	5	42
CN(C)/C=C(\C=O)c1ccc(Cl)cc1Cl
 : 8	-2	6	8	-1.6	-13	0	x
CN(C)CCCN(C(=O)c1cccs1)c1nc2cc3c(cc2s1)OCO3
 : -6	4	4	-2	-1.4	4	-1	0
O=C1CCCN1CCC1CCN(C(=S)Nc2ccc(F)cc2)CC1
 : -3	x	5	-3	x	0	0	6
Cc1ccc(S(=O)(=O)Nc2ccc3c(c2)C(=O)N([C@H](C)CO)C[C@@H](C)[C@@H](CN(C)CC2CCCCC2)O3)cc1
 : x	-5	3	x	1.5	-6[16.7 µM]	-4	-2
CC(=O)N1C[C@H]2CON(C)[C@H]2C[C@H]1c1cccc(-c2ccccc2)c1
 : 2	x	0	6	1.5	-6	1	5
CC(=O)Nc1ccc(NC(=O)C(C)Oc2ccc(C)nc2[N+](=O)[O-])cc1 (stereo not drawn)
 : 2	22	x	1	-2.7	x	x	0

Screens: PubChem, Broad Institute
